# Screening data (PubChem BioAssay)
# TROY NFkB inh: inhibitors of TROY-driven NF-kB signaling, primary screen, Q293 LMP1-TROYcd cells, NF-kB luciferase, uHTS. Q293 LMP1-TROYcd NF-kB luciferase reporter, 4 h. 0.98% of 360,000 active. inhibition, % at 10 µM;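 active means compounds whose plate-normalised and pattern-corrected inhibition of the luciferase reporter signal at the single screening dose is 50% or more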
# KKLEB cytotox: cytotoxicity in KKLEB CF airway cells, primary screen, cytotoxicity control for CF NF-kB inhibitor project, cell-based, uHTS, fluorescence assay plates; KKLEB CF airway cells viability, ATPlite luminescence, overnight; stronger effect = lower value; cells stimulated with P. aeruginosa culture filtrate; activity change (cytotoxicity), % at 5 µM; 0.36% of 360,000 active;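 active means corrected activity change at or below -50% at 5 µM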
# TRAIL sens C8: viability loss with TRAIL in NB7+C8 cells, primary screen, TRAIL sensitizer project, cell-based, ATPlite luminescence; inhibition (viability loss, TRAIL sensitization), % at 10 µM; 1% of 360,000 active;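 active means compounds causing at least 50% loss of cell viability in the single-dose screen, relative to plate controls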
# TRPM1 prom inh: inhibitors of MITF-dependent TRPM1 promoter reporter, primary screen, cell-based, SK-MEL-5, single point, luciferase; SK-MEL-5 TRPM1 promoter luciferase, 24 h; inhibition, % at 12.5 µM; AID 488899, 2010; 0.83% of 330,000 active;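 active means mean inhibition across replicates of 60% or more, whatever share of single replicates reaches that level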; further: values of inactives mirror those of a sister screen read the other way
# Peg3 promoter: Peg3 promoter-driven luciferase inhibitors, primary screen, cell-based, HeLa, luciferase luminescence | HeLa PEG-Prom luciferase reporter, overnight | inhibition, % at 20 µM | 1.7% of 360,000 active;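 active means inhibition of at least 50% at 20 µM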
# NR2E3 ag-1: inhibitors of NR2E3-RetCOR corepressor binding, primary screen, NR2E3 agonist project, biochemical, TR-FRET, GST-NR2E3, biotin-RetCOR; Photoreceptor-specific nuclear receptor (Homo sapiens), Q9Y5X4; 1536-well; inhibition of corepressor binding, % at 4.78 µM; 0.12% of 320,000 active; AID 2300, 2010;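 active means percent inhibition above the cutoff of mean plus 3 SD of all tested compounds, set per screening campaign, cut at about 20% in these data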;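 further: 0% = DMSO wells and 100% = biotin wells as full block of FRET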
# Target sequence (Q9Y5X4 whole entry, looked up): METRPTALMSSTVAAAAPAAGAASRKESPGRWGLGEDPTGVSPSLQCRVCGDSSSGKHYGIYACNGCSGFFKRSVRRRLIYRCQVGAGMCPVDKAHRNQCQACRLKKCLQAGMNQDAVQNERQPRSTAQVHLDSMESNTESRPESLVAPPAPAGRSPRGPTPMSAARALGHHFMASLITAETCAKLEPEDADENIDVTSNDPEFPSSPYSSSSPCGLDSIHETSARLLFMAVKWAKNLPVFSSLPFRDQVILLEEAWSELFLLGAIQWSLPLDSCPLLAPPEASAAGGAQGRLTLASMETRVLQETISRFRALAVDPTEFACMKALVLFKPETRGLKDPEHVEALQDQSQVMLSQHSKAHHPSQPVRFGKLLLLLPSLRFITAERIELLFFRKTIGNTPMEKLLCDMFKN
#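 Assay system: NR2E3–RetCOR corepressor complex. Quantity: 1.35 nM GST-NR2E3. Buffer or medium: pH 7.5 Tris-based buffer. Reagent: biotinylated RetCOR corepressor at 7 nM final. Schedule: 5 h at 4 °C. Detection: TR-FRET, emission read at 617 and 671 nm. Replicates: one well per compound, singlicate testing.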
# NR2E3 ag-2: NR2E3 agonists in two-hybrid cells, primary screen, cell-based, luminescence, CHO-S, Gal4-NCOR/VP16-NR2E3 | luciferase | 0.35% of 360,000 active | inhibition of corepressor binding, % at 3.98 µM | Photoreceptor-specific nuclear receptor (Homo sapiens), Q9Y5X4 | AID 602229, 2012;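 active means inhibition above the mean of all tested compounds plus 3 SD, cut at about 70% in these data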;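 further: 0% = DMSO with NR2E3 transfected cells and 100% = cells lacking NR2E3 construct; higher means lower luciferase signal from less NR2E3 corepressor binding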
# Shn3 inh set2: reduction of Shn3 3'UTR firefly luciferase signal, primary screen, Schnurri-3 inhibitor project, cell-based, Clone20 osteoblasts, set 2; AID 588674, 2011; 0.52% of 360,000 active; Clone20 osteoblast Shn3 3'UTR firefly luciferase, 24 h; inhibition, % at 12.5 µM;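 active means mean inhibition of at least 75% with every replicate also reaching 75%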;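 further: 0% = median of neutral control wells and 100% = pilot-screen positive control compound; some compounds past the cut are filed as inactive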
# CF NFkB inh: inhibitors of PAF-induced NF-kB signaling, primary screen, cell-based, GFP fluorescence, uHTS; KKLEB NF-kB-GFP reporter, GFP fluorescence overnight; inhibition, % at 5 µM; 0.86% of 360,000 active;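 active means at least 50% inhibition at 5 µM, scaled per plate between neutral and stimulator controls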;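 further: PAF is a Pseudomonas aeruginosa culture filtrate used as stimulus; plate controls were PAF-stimulated DMSO wells for no effect and unstimulated DMSO wells for full effect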
# HIF-2a inh: HIF-2a reporter inhibitors, primary screen, luminescence, 786-0 RCC cells; 786-0 RCC cells HIF-2a reporter, luciferase luminescence, overnight; 0.72% of 360,000 active; inhibition, % at 18.8 µM;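 active means inhibition of the luminescence signal of 40% or more relative to plate controls, in a single-dose primary screen at 18.75 µM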
# TWEAK-Fn14 inh: inhibitors of TWEAK-Fn14 signaling, primary screen, luciferase reporter cells, uHTS | TWEAK-stimulated Fn14 reporter cells, luciferase luminescence, 8 h | inhibition, % at 10 µM | 2% of 360,000 active; in the data active means inhibition above about 50%
# Active calls of the source: *; . = no result given. This is a subset; rates above refer to the full screens.
# Results follow in this order: TROY NFkB inh	KKLEB cytotox	TRAIL sens C8	TRPM1 prom inh	Peg3 promoter	NR2E3 ag-1	NR2E3 ag-2	Shn3 inh set2	CF NFkB inh	HIF-2a inh	TWEAK-Fn14 inh
[1] CN(Cc1ccco1)C(=O)C1CCCN(c2ncnc3c2nc2n3CCCCC2)C1 (stereo not drawn)
 : -22	-1	-1	11	25	-5	-21	63	11	16	-20
[2] CCCC(C(=O)NCc1ccco1)N(C(=O)CNS(=O)(=O)c1ccccc1)c1ccc(OC)cc1 (stereo not drawn)
 : 8	-13	4	-4	15	3	-16	4	15	16	-3
[3] CCOc1ccc(-c2nnn(CC(=O)Nc3cc(OC)cc(OC)c3)n2)cc1OCC
 : -12	-25	3	2	26	3	0	7	15	11	-15
[4] CCOC(=O)N1CCN(C(=O)c2ccc(Cl)c(NC(=O)c3cccs3)c2)CC1
 : 12	2	-1	-3	17	4	-9	0	30	6	-16
[5] CC(=O)N/C(=C\c1ccccc1)C(=O)OCc1ccc(F)cc1
 : 10	-8	6	-5	-11	.	-19	-5	-4	-7	-14
[6] CCn1c(SCC(=O)Nc2ccc(C(=O)OC)cc2)nc2cccnc21
 : 10	1	-4	3	4	-1	12	20	2	15	12
[7] COc1cc(OC)c(NC(=S)NCc2ccccc2)cc1Cl
 : -19	-9	4	2	-1	0	22	2	1	12	12
[8] CCOC(=O)c1ccc(N2C(=O)c3cccc4c(C(=O)O)ccc(c34)C2=O)cc1
 : 21	-8	-2	9	4	3	2	8	4	20	6
[9] CS(=O)(=O)c1ccc(NC(=O)c2cccc(-n3cnnn3)c2)cc1
 : 1	5	-2	5	5	1	-19	18	18	8	4
[10] CC1CC(C)CN(C(=O)COC(=O)/C=C/c2ccco2)C1 (stereo not drawn)
 : -1	-3	5	-12	-20	.	-39	2	1	-22	-2
[11] COc1ccccc1CNC(=O)C1CC2Cn3c(nc4cc(Cl)c(Cl)cc43)C2N1C (stereo not drawn)
 : 8	-2	2	-2	14	1	-4	-2	13	14	-5
[12] CC1(c2ccccc2)CC2CC(c3ccccc3)N1O2 (stereo not drawn)
 : 15	-9	5	-2	4	5	-4	-2	12	14	1
[13] O=C(COC(=O)c1cccnc1Cl)NCCC1=CCCCC1
 : -23	0	1	2	6	3	-4	-5	12	12	2
[14] O=C(Nc1ccccc1C(=O)O)c1ccc(NC(=O)C2CCCCC2)cc1
 : 5	-21	17	4	13	3	-6	-8	15	-30	18
[15] O=C(CC1C(=O)N(Cc2ccccc2)C(=S)N1CCN1CCOCC1)Nc1ccc(F)cc1 (stereo not drawn)
 : 7	0	-7	4	19	0	-5	14	-4	1	7
[16] Cc1ccccc1CN1CCN(CC(=O)NC(C)c2ccccc2)CC1 (stereo not drawn)
 : 0	-4	-6	7	26	1	7	12	1	15	-1
[17] O=C(O)c1ccc(N2CCOCC2)c(N2C(=O)C3C4C=CC(C4)C3C2=O)c1 (stereo not drawn)
 : 1	5	-1	0	3	-2	-13	9	10	10	8
[18] Cc1ccc2nc(NCc3ccccc3)c(C#N)cc2c1
 : -5	-6	0	-18	-89	-1	-13	-50	18	-65	0
[19] Cc1ccc(-n2nnnc2SCC(=O)NC(C(=O)O)(c2ccccc2)c2ccccc2)cc1C
 : -24	-12	-8	-4	12	-1	-9	1	11	13	0
[20] COc1ccc(S(=O)(=O)Nc2c(C(=O)O)[nH]c3ccc(OC)cc23)cc1
 : -18	10	-9	12	-13	4	3	6	-25	-29	-2
[21] O=C(O)CSc1nnc(-c2cccc(S(=O)(=O)N3CCOCC3)c2)n1-c1cccc(Cl)c1
 : -5	-10	-8	-4	8	1	12	-1	7	15	11
[22] Cc1ccccc1N=C(NOCc1ccc(Cl)cc1Cl)c1nonc1N
 : 24	-13	7	-14	-18	0	-23	47	12	13	19
[23] Cc1ccc(CN2C(=O)C(CC(C)C)Nc3ncnc(N4CCN(c5ccccn5)CC4)c32)cc1 (stereo not drawn)
 : -6	3	-4	3	24	0	14	-6	-2	15	-25
[24] COc1ccc(NC(=O)c2ccc(-n3cncn3)c([N+](=O)[O-])c2)cc1
 : 6	8	-3	1	5	1	-23	5	1	-15	10
[25] C=CCn1cnc2c(c1=O)c1nc3ccccc3nc1n2/N=C/c1cccc(OC)c1
 : -15	4	-3	4	-13	.	-13	0	13	-10	0
[26] Cc1cc(C)c2c(n1)SCC(=O)N2CC(=O)Nc1ccc(Br)c(C)c1
 : -1	-5	16	6	12	-1	-29	-13	-10	3	-6
[27] CCN(CC)C(=O)CSc1nc2cc3c(cc2c(=O)n1Cc1ccc(OC)cc1)OCO3
 : 5	2	4	4	7	4	-12	18	-6	4	7
[28] Oc1ccc(-n2nnnc2SCc2ccccc2Br)cc1
 : 10	-11	-16	6	30	.	-6	1	-11	-1	6
[29] O=C(CSCc1cccs1)N1CCCC1
 : -27	0	10	-52	-158	1	-57	-76	1	-143	-12
[30] CC(=O)c1cnc2c(-c3ccc(Cl)cc3)c(C)nn2c1C
 : -2	-14	-17	-18	2	3	-20	-5	8	1	13
[31] Cc1noc(C)c1S(=O)(=O)N(C)C[C@H]1OCCCC[C@@H](C)Oc2ccc(NS(=O)(=O)c3cn(C)cn3)cc2C(=O)N([C@H](C)CO)C[C@@H]1C
 : 5	3	-4	.	-10	.	-33	-16	6	2	8
[32] O=C(Nc1nc(-c2ccc(F)cc2)cs1)c1cccc(N2C(=O)CCC2=O)c1
 : -1	18	28	-1	-29	2	5	3	-21	-5	18
[33] CN(C)CC(C)(C)CN=Cc1c(O)[nH]c2ccccc12
 : -21	2	-10	5	2	0	-21	.	1	10	1
[34] COC(=O)c1nnn(CC(=O)NC(=O)Nc2cccc(Cl)c2C)c1C(=O)OC
 : -20	-32	2	5	3	0	-1	.	24	8	-10
[35] C=CCn1c2ccccc2c2nnc(SCC(=O)O)nc21
 : 4	-4	-6	7	16	1	-9	-3	8	17	-10
[36] O=C(CCc1ccccc1)NNC(=O)COc1ccc(Cl)cc1
 : 9	5	-14	-1	2	.	7	0	-16	5	4
[37] O=C(NN=Cc1ccccc1O)c1cccc([N+](=O)[O-])c1
 : -16	-8	10	48	33	.	-38	85	11	-38	-24
[38] Cc1cccnc1Nc1nc(-c2ccc(O)c(O)c2)cs1
 : -33	8	36	-39	-181	2	-129	79	-33	-254	19
[39] CC(=O)Nc1ccc(OS(=O)(=O)c2ccc(Cl)cc2)cc1
 : -6	-1	-18	-10	-43	3	-6	5	8	-36	-4
[40] COc1ccc2c(c1)C=C(C(=O)OCc1cccnc1)CO2
 : -5	4	-3	-4	-35	0	-22	-7	9	-25	-13
[41] CCc1c(C)sc(NC(=O)c2cccs2)c1C(=O)OC(C)C
 : 9	-14	-7	7	17	4	-9	5	12	-20	10
[42] CC1CCN(C(=O)C2CCN(S(=O)(=O)c3cccnc3)CC2)CC1
 : -20	-6	2	-6	19	-4	-17	-8	-16	-10	9
[43] CC(=O)NC(c1ccccc1)c1c(O)ccc2ccccc12 (stereo not drawn)
 : 22	10	-2	3	14	5	-18	-14	13	15	2
[44] c1ccc(-c2ccc(-c3nc(-c4ccncc4)no3)cc2)cc1
 : 30	23	12	-24	-193	-1	-151	-13	-20	-299	65*
[45] CSCCC(NS(=O)(=O)c1ccc(Cl)cc1)C(=O)OCC(=O)N(C(C)C)C(C)C (stereo not drawn)
 : 10	7	-16	-2	2	0	-2	10	-8	7	11

# Entries of single compounds, looked up by structure:
# c1ccc(-c2ccc(-c3nc(-c4ccncc4)no3)cc2)cc1 is entered as TROY NFkB inh = 30; KKLEB cytotox = 23; TRAIL sens C8 = 12; TRPM1 prom inh = -24; Peg3 promoter = -193; NR2E3 ag-1 = -1; NR2E3 ag-2 = -151; Shn3 inh set2 = -13; CF NFkB inh = -20; HIF-2a inh = -299; TWEAK-Fn14 inh = 65*
# COc1ccc2c(c1)C=C(C(=O)OCc1cccnc1)CO2 is entered as TROY NFkB inh = -5; KKLEB cytotox = 4; TRAIL sens C8 = -3; TRPM1 prom inh = -4; Peg3 promoter = -35; NR2E3 ag-1 = 0; NR2E3 ag-2 = -22; Shn3 inh set2 = -7; CF NFkB inh = 9; HIF-2a inh = -25; TWEAK-Fn14 inh = -13

# The listing continues.
no.	structure	TROY NFkB inh	KKLEB cytotox	TRAIL sens C8	TRPM1 prom inh	Peg3 promoter	NR2E3 ag-1	NR2E3 ag-2	Shn3 inh set2	CF NFkB inh	HIF-2a inh	TWEAK-Fn14 inh
46	COc1ccc(S(=O)(=O)Nc2ccccc2C(=O)NC2CC2)cc1NC(C)=O	13	-1	1	8	15	1	-20	-20	-15	9	9
47	C=CCn1cc(C(=O)OCC)c(=O)c2ccc(F)cc21	-29	4	-7	0	5	1	-30	-7	-3	6	1
48	COc1cccc(C=C(C#N)C(=O)c2ccccc2)c1	-11	3	-7	.	-5	.	-10	-5	-13	2	2
49	Cn1cnc([N+](=O)[O-])c1Nc1ccc(O)cc1	-17	-6	-9	-5	8	0	-10	17	0	8	17
50	O=C1CN(C(=O)COc2ccccc2F)c2ccccc2N1	6	-10	1	3	-14	0	-19	-7	-7	10	17

# Seven entries from above, sorted by heavy-atom count, smallest number first:
no.	structure	TROY NFkB inh	KKLEB cytotox	TRAIL sens C8	TRPM1 prom inh	Peg3 promoter	NR2E3 ag-1	NR2E3 ag-2	Shn3 inh set2	CF NFkB inh	HIF-2a inh	TWEAK-Fn14 inh
49	Cn1cnc([N+](=O)[O-])c1Nc1ccc(O)cc1	-17	-6	-9	-5	8	0	-10	17	0	8	17
47	C=CCn1cc(C(=O)OCC)c(=O)c2ccc(F)cc21	-29	4	-7	0	5	1	-30	-7	-3	6	1
40	COc1ccc2c(c1)C=C(C(=O)OCc1cccnc1)CO2	-5	4	-3	-4	-35	0	-22	-7	9	-25	-13
44	c1ccc(-c2ccc(-c3nc(-c4ccncc4)no3)cc2)cc1	30	23	12	-24	-193	-1	-151	-13	-20	-299	65*
42	CC1CCN(C(=O)C2CCN(S(=O)(=O)c3cccnc3)CC2)CC1	-20	-6	2	-6	19	-4	-17	-8	-16	-10	9
46	COc1ccc(S(=O)(=O)Nc2ccccc2C(=O)NC2CC2)cc1NC(C)=O	13	-1	1	8	15	1	-20	-20	-15	9	9
45	CSCCC(NS(=O)(=O)c1ccc(Cl)cc1)C(=O)OCC(=O)N(C(C)C)C(C)C (stereo not drawn)	10	7	-16	-2	2	0	-2	10	-8	7	11
